# BioA inh = blocks M. tuberculosis BioA enzyme activity. 0.096% of 360,000 active. purified M. tuberculosis BioA enzyme, plate reader. inhibition, % at 9.99 µM; in the data active means inhibition above about 40%; inconclusive means no clear call, values can overlap the other calls
# FBA Mtb inh = inhibits M. tuberculosis FBA enzyme; P9WQA3; 2.3% of 360,000 active; purified M. tuberculosis FBA, fluorescence read-out; AID 588726; inhibition, % at 1 µM; in the data active means inhibition above about 27%;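 further: 0% = vehicle and 100% = reference inhibitor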
# Target sequence (P9WQA3 whole entry, looked up): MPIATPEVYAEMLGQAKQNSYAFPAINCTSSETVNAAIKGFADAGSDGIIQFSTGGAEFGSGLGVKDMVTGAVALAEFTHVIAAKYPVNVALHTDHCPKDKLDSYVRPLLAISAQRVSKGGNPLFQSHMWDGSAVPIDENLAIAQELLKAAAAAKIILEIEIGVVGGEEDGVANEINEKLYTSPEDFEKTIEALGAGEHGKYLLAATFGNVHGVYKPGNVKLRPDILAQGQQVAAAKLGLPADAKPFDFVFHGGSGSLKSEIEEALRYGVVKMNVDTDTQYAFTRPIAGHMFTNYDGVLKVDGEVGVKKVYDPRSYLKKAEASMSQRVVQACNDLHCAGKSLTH
# MazF activator = increases E. coli MazEF RNase cleavage of RNA; FAM/BHQ RNA-DNA oligo cleavage fluorescence, 5 h; AID 504720; activation, % at 20 µM; P0AE70; 0.32% of 350,000 active; in the data active means activation above about 50%
# Target sequence (P0AE70 whole entry, looked up): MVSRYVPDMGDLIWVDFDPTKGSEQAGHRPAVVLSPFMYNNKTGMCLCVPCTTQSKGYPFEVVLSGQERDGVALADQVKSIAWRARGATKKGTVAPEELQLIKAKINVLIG
# FadD28 binding = M. tuberculosis FadD28 bisubstrate binding inhibition. FadD28 bisubstrate probe binding, fluorescence polarization. inhibition, % at 12.5 µM. 0.22% of 360,000 active. AID 588549; in the data active means inhibition above about 8.5%, passing the limit was not always enough; inconclusive means no clear call, values can overlap the other calls
# Rv3671c protease = inhibits the M. tuberculosis serine protease Rv3671c. 0.048% of 320,000 active. AID 2606. inhibition, % at 5.96 µM; in the data active means inhibition above about 38%;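 further: extracellular domain of Rv3671c used as enzyme; 0% = enzyme with DMSO and 100% = no enzyme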
# DUSP3 inh = DUSP3 (human) phosphatase inhibition; P51452; recombinant VHR phosphatase, pNPP absorbance; inhibition, % at 13.3 µM; 0.52% of 290,000 active; AID 1654; in the data active means inhibition above about 50%; further: some compounds called inactive have numbers as strong as hits
# Target sequence (P51452 whole entry, looked up): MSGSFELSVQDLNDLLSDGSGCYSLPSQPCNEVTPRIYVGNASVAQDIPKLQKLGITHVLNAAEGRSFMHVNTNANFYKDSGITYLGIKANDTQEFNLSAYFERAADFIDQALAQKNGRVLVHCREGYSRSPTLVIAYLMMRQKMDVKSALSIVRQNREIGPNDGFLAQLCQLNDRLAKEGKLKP
# CCHFV vOTU inh = blocks the CCHF virus ovarian tumor domain protease; CCHFV vOTU protease, Pep-AMC fluorescence; inhibition, % at 11.5 µM; 0.55% of 370,000 active; AID 651958; further: 0% = vehicle wells with enzyme and 100% = no enzyme wells
# GDH-TPI counter = counter-screen for M. tuberculosis FBA inhibitors: GDH-TPI coupled enzymes; GDH-TPI coupled enzyme counterscreen, NADH absorbance; inhibition, % at 4.8 µM; 1.2% of 360,000 active; AID 588335;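 further: 0% = DMSO wells and 100% = wells lacking the enzyme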
# BoNT F protease = BoNT F light chain protease inhibition. Multiplex microsphere protease cleavage assay, flow cytometry. inhibition, % at 10 µM. 0.22% of 360,000 active. AID 588497; in the data active means inhibition above about 35%, passing the limit was not always enough; inconclusive means no clear call, values can overlap the other calls; further: plate controls were buffer without enzyme for full effect and enzyme alone for no effect
# Mtb UGM inh = inhibitors of M. tuberculosis UDP-galactopyranose mutase; inhibition, % at 10 µM; purified UGM, fluorescence polarization probe displacement; 0.06% of 320,000 active; in the data active means inhibition above about 10%, passing the limit was not always enough; inconclusive means no clear call, values can overlap the other calls
# Numbers without * were called inactive; u = inconclusive; x = no result given; & = joins results of further samples. Unless noted, no stated cut-off is given here; in the data, active means inhibition above about 30%; inactive means the rest.
[1] Cc1cc(C=NCCO)c(C)n1-c1cc(Cl)ccc1Cl
[2] COC(=O)C1C(=O)/C(=C(/C)N2CCCC2)C(=O)CC1(C)C (stereo not drawn)
[3] CCN(CC(=O)Nc1ccc(NC(C)=O)cc1)C(=O)c1ccc(COc2ccccc2)o1
[4] Cc1cccc(N(CC(=O)N2CCCCCC2)S(C)(=O)=O)c1
[5] CS(=O)(=O)c1ccc(-c2cn3cc(C(=O)O)ccc3n2)cc1
[6] Cc1cccc(N=Cc2c(O)n(C)c(=O)n(C)c2=O)c1
[7] O=C(N/N=C/c1ccccc1F)C(=O)N1CCCCCC1
[8] COc1ccc(OCC(O)CN2CCN(Cc3ccc4c(c3)OCO4)CC2)cc1 (stereo not drawn)
[9] Cc1ccsc1C(=O)NNC(=O)c1ccccc1F
[10] CC1CCN(C(=S)c2ccc([N+](=O)[O-])cc2)CC1

Screen / compound no.	1	2	3	4	5	6	7	8	9	10
BioA inh	x	-0.5	0.1	-2.0	0.1	-1.7	0.0	x	x	-0.3
FBA Mtb inh	1	0	0	4	114*	-2	-2	5	4	2
MazF activator	4	6	0	-19	4	3	7	-6	5	-1
FadD28 binding	-3.8	0.7	-0.3	-0.6	-3.1	-1.1	x	-0.7	-1.2	1.2
Rv3671c protease	1	1	9	2	-1	1	-14	-10	0	1
DUSP3 inh	24	18	x	-16	37	-12	28	-3	x	10
CCHFV vOTU inh	12	0	1	-10	-80	5	-16	2	9	4
GDH-TPI counter	-4	-2	2	17	3	36*	-6	-4	10	6
BoNT F protease	-3	-1	-7	-12	2	-29	7	-18	-3	12
Mtb UGM inh	0.2	-3.5	-1.3	-2.5	2.9	-2.2	-0.2	1.8	-0.6	2.4

[11] CC(=O)N1CC=C2C(C#N)=C(N)C(C#N)(C#N)[C@H](c3ccoc3)[C@H]2C1
[12] CCN(CC)CCNC(C(=O)Nc1ccc([N+](=O)[O-])cc1Br)c1ccccc1 (stereo not drawn)
[13] O=Cc1cccc(OCc2cccc3ccccc23)c1
[14] Cc1cccc2c(=O)c(C(=O)NCc3ccc(F)cc3)c[nH]c12
[15] C[C@H](O)[C@@H]1C(=O)N2CCc3ccc(-c4ccccc4)cc3[C@@H]2C[C@@H]1N(C)C(=O)c1cccnc1
[16] COc1ccc([C@@H](NC(=O)OC(C)(C)C)C(=O)OC(C)(C)C)cc1
[17] Cc1cc(C)n(C(=O)c2cccc(S(=O)(=O)N3CCCC3)c2)n1
[18] O=C(CCS(=O)CCC(=O)NCc1ccccc1)NCc1ccccc1
[19] CC1(C)CN=C(N(C(=O)Nc2ccccc2)c2ccccc2F)S1
[20] O=C(CSc1nnnn1C1CCCCC1)N1CCOCC1

Screen / compound no.	11	12	13	14	15	16	17	18	19	20
BioA inh	-2.7	-0.3	1.7	-1.2	0.6	-0.9	-2.4	-2.2	-2.9	x
FBA Mtb inh	13	0	3	0	1	0	5	-8	1	0
MazF activator	12	3	4	14	-2	0	0	-11	-3	11
FadD28 binding	0.8	-0.6	-0.1	-1.2	-2.8	-0.4	-1.4	-2.1	0.4	0.4
Rv3671c protease	2	-6	-6	-4	x	4	-8	-1	-1	3
DUSP3 inh	-11	5	10	6	x	x	-4	-9	-4	2
CCHFV vOTU inh	-1	12	0	8	-6	16	-20	-3	6	6
GDH-TPI counter	12	9	7	4	-1	5	9	5	9	-5
BoNT F protease	-1	-14	0	15	-1	4	0	-72	-5	-2
Mtb UGM inh	2.5	-0.7	-5.8	-0.3	x	3.8	-3.5	-0.4	-0.8	0.1

[21] COC(=O)c1ccsc1NC(=O)CS(=O)(=O)c1ccccc1
[22] Cc1cc(NC(=O)C2CCCC2)n(-c2nc3ccccc3[nH]2)n1
[23] COc1ccc(S(=O)(=O)NCC(c2ccco2)N2CCc3ccccc32)cc1 (stereo not drawn)
[24] CCc1ccc(NC(=O)C2CCN(C(=O)[C@@H]3Cc4ccccc4CN3)CC2)cc1
[25] COc1cc(C(=O)OC(C)C(=O)N2CCCC2)cc2c1OCCO2 (stereo not drawn)
[26] CC(=O)N(C)c1ccc(N=Nc2c(C)[nH]n(-c3ccccc3)c2=O)cc1
[27] Cc1ccc(Nc2nc(NCCO)nc3c2cnn3C)cc1Cl
[28] O=c1oc2ccccc2n1Cc1ccccc1Cl
[29] N/C(Cc1cccs1)=N\OC(=O)COc1ccc(Br)cc1Cl
[30] CC(C)C1CC(CCN)(Cc2ccccc2)CCO1 (stereo not drawn)

Screen / compound no.	21	22	23	24	25	26	27	28	29	30
BioA inh	-0.2	0.1	x	-4.5	0.2	0.6	-1.9	0.3	0.8	x
FBA Mtb inh	0	0	-3	6	3	1	4	-2	2	1
MazF activator	1	-7	4	-1	17	-2	8	5	-7	-24
FadD28 binding	-0.5	-1.8	0.7	0.7	-2.7	-1.7	-2.7	-0.3	-1.3	-1.7
Rv3671c protease	-9	-2	7	-11	1	-3	-13	-2	1	1
DUSP3 inh	x	6	x	-7	x	6	-13	-6	21	30
CCHFV vOTU inh	10	15	22	6	6	-7	12	4	5	-1
GDH-TPI counter	7	7	-4	0	4	-3	2	4	-5	3
BoNT F protease	x	3	-5	-2	1	u	26	-13	-12	6
Mtb UGM inh	1.1	-1.9	-0.6	0.0	-0.5	-1.3	3.2	2.4	-1.6	1.3

[31] C=CCn1c(SCC(=O)/C(C#N)=C(\C)N)nc2sc(C)c(C)c2c1=O
[32] COc1ccc(CC(=O)O/N=C(\N)c2ccc(Br)cc2)cc1OC
[33] Cc1occc1-c1n[nH]c(=S)n1CC(C)C
[34] O=C(CNC(=O)c1cccc(-n2cccc2)c1)Nc1ccccc1Br
[35] Cc1ccc(-c2nc3sc4c(c3c(=O)n2N)CCCC4)cc1
[36] NC(=O)C1=C[C@H](c2ccc(C(F)(F)F)cc2)C[C@H](OCc2ccc(CO)cc2)O1
[37] CCCC(=O)Nc1nnc(SCC(=O)N2C(C)CCCC2C)s1 (stereo not drawn)
[38] COc1ccc(NC(=O)CCC(=O)Nc2nnc(C(F)(F)F)s2)c(OC)c1
[39] Cc1ccsc1CNCCc1ccc(F)cc1
[40] Cc1c(CC(=O)O)c(=O)oc2cc3oc4c(c3cc12)CCCC4

Screen / compound no.	31	32	33	34	35	36	37	38	39	40
BioA inh	-1.3	-1.2	-1.2	-4.9	2.0	3.4&1.3	-1.1	-0.1	-0.4	x
FBA Mtb inh	2	-2	0	5	3	3	1	1	3	5
MazF activator	23	-4	-6	-15	-3	6	2	-8	4	6
FadD28 binding	-0.7	-1.5	0.0	0.7	-0.6	-8.1	-1.1	-2.3	-0.6	-1.1
Rv3671c protease	-1	9	-3	x	2	1	5	2	-3	0
DUSP3 inh	15	-12	18	x	23	10	22	8	12	-1
CCHFV vOTU inh	9	7	-5	0	-9	1	0	5	-12	5
GDH-TPI counter	24	-3	-10	5	27	-1	-2	4	6	8
BoNT F protease	-5	20	-2	16	5	0	2	-2	-14	-3
Mtb UGM inh	-0.1	-1.3	0.1	x	1.4	-0.3	-2.3	-1.9	-1.2	2.3

[41] Cn1c(SCC(=O)c2ccc(O)cc2O)nnc1-c1ccccc1
[42] O=C(NNc1ncnc2sccc12)c1ccc(Cl)cc1
[43] CN(C)Cc1cc(C(C)(C)C)cc(C(C)(C)C)c1O
[44] CCOc1ccc(S(=O)(=O)N2CCCCC2)cc1NC(=O)CN1C(=O)NC(CC)(c2ccccc2)C1=O (stereo not drawn)
[45] C=CCn1c(SCc2cccc(F)c2)nc2cc(C(=O)N3CCC(C(N)=O)CC3)ccc2c1=O
[46] N#Cc1nc(Cc2cccc3ccccc23)oc1NCCN1CCOCC1
[47] CC(C)(C)OC(=O)NNC(=S)NC1CCCCC1
[48] O=C1/C(=C\c2cccnc2)SC(=S)N1C1CCS(=O)(=O)C1 (stereo not drawn)
[49] O=C(CCOc1cccc(Br)c1)Nc1ccc(F)c(S(=O)(=O)N2CCOCC2)c1
[50] Cn1c(COc2ccc3ccccc3c2)nnc1SCC(=O)O

Screen / compound no.	41	42	43	44	45	46	47	48	49	50
BioA inh	x	-1.3	x	0.7	-1.2	-7.1	0.5	1.4	0.7	1.0
FBA Mtb inh	0	3	0	-1	0	6	0	-1	-2	-5
MazF activator	-26	6	5	2	0	-12	3	-5	-1	9
FadD28 binding	0.7	-0.7	-1.7	-7.3	-2.1	0.7	-2.0	0.5	0.8	-2.4
Rv3671c protease	-1	-1	-2	-7	2	-2	-2	-22	x	-1
DUSP3 inh	22	21	-7	16	-11	15	5	6	x	-8
CCHFV vOTU inh	7	-5	-2	8	14	3	-7	x	5	-18
GDH-TPI counter	34*	5	0	2	11	29	4	10	-3	-5
BoNT F protease	-1	-19	-9	-1	-22	-2	-1	-16	u	-2
Mtb UGM inh	-1.9	0.4	-1.4	-1.8	-2.3	-1.7	-1.8	0.3	x	3.7

[51] O=C(O)c1ccccc1C(=O)Nc1cc(-c2ccccc2)[nH]n1
[52] COc1ccc(CN2CCNC(=O)C2CC(=O)N(C)CC2CCOCC2)cc1C (stereo not drawn)
[53] CCN(CC)CCOC(=O)C1(C2CCCCC2)CCCCC1
[54] O=C(NCNC(=O)NC1C(=O)NC(=O)N1CO)NC1C(=O)NC(=O)N1CO (stereo not drawn)
[55] CCN(CCC(=O)Nc1cc(OC)cc(OC)c1)Cc1ccccc1
[56] CCn1cc([N+](=O)[O-])c(C(=O)Nc2ccc(Cn3nc(C)cc3C)cc2)n1

Screen / compound no.	51	52	53	54	55	56
BioA inh	-1.2	0.0	3.1	-1.6	x	x
FBA Mtb inh	0	-1	0	4	-5	6
MazF activator	1	1	3	-1	3	10
FadD28 binding	-3.5	-4.0	-1.1	-1.3	-2.9	-0.5
Rv3671c protease	0	x	-5	4	-3	8
DUSP3 inh	-22	8	-3	x	-8	13
CCHFV vOTU inh	5	-8	6	5	-12	x
GDH-TPI counter	-10	-1	-5	8	-11	-3
BoNT F protease	5	6	-1	22	-27	-7
Mtb UGM inh	3.9	x	2.1	-2.0	3.4	-4.7

# By substructure, those above with an aryl methoxy group
[8] COc1ccc(OCC(O)CN2CCN(Cc3ccc4c(c3)OCO4)CC2)cc1 (stereo not drawn)
[16] COc1ccc([C@@H](NC(=O)OC(C)(C)C)C(=O)OC(C)(C)C)cc1
[23] COc1ccc(S(=O)(=O)NCC(c2ccco2)N2CCc3ccccc32)cc1 (stereo not drawn)
[25] COc1cc(C(=O)OC(C)C(=O)N2CCCC2)cc2c1OCCO2 (stereo not drawn)
[32] COc1ccc(CC(=O)O/N=C(\N)c2ccc(Br)cc2)cc1OC
[38] COc1ccc(NC(=O)CCC(=O)Nc2nnc(C(F)(F)F)s2)c(OC)c1
[52] COc1ccc(CN2CCNC(=O)C2CC(=O)N(C)CC2CCOCC2)cc1C (stereo not drawn)
[55] CCN(CCC(=O)Nc1cc(OC)cc(OC)c1)Cc1ccccc1

Screen / compound no.	8	16	23	25	32	38	52	55
BioA inh	x	-0.9	x	0.2	-1.2	-0.1	0.0	x
FBA Mtb inh	5	0	-3	3	-2	1	-1	-5
MazF activator	-6	0	4	17	-4	-8	1	3
FadD28 binding	-0.7	-0.4	0.7	-2.7	-1.5	-2.3	-4.0	-2.9
Rv3671c protease	-10	4	7	1	9	2	x	-3
DUSP3 inh	-3	x	x	x	-12	8	8	-8
CCHFV vOTU inh	2	16	22	6	7	5	-8	-12
GDH-TPI counter	-4	5	-4	4	-3	4	-1	-11
BoNT F protease	-18	4	-5	1	20	-2	6	-27
Mtb UGM inh	1.8	3.8	-0.6	-0.5	-1.3	-1.9	x	3.4

# Screens (PubChem BioAssay)
